High-throughput results deposited in PubChem by several laboratories.
MrgX1 ag = agonists of human MrgX1 receptor, primary screen, HEK293 cells, Fluo-4 calcium flux | Mas-related G-protein coupled receptor member X1 (Homo sapiens), Q96LB2 | Fluo-4 calcium fluorescence, agonist mode; hits give high values | B-score at 10 µM | 310,000 compounds, 0.44% hits | AID 588627, 2011;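 active = calcium response B-score plate-corrected fluorescence ratio at least 3 library SD, with starting fluorescence B-score inside 5 SD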
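Assay system: stable human MrgX1 HEK293 cell line. Quantity: 15,000 cells per well. Schedule: cells plated overnight, dye loaded 0.5 h 37 °C, 0.5 h room temperature. Detection: Fluo-4 NW calcium-flux fluorescence, kinetic read. Read-out basis: peak-minus-minimum fluorescence over baseline, converted to B scores. Control set: positive and negative control wells on each plate.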
SKKanGAS inh = S. pyogenes SKKanGAS growth inhibitors in kanamycin, primary screen, streptokinase expression inhibitor project, SKKanGAS strain, BacTiter-Glo luminescence; inhibition, % at 7.5 µM; 300,000 compounds, 1.3% hits; 6 h;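 active = mean replicate score, as percent of positive control median, at least 50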;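 note: strain carries kanamycin resistance gene driven by streptokinase promoter and grows in 40 µg/ml kanamycin; loss of luminescence reflects streptokinase promoter inhibition or plain growth inhibition; 0% = median of DMSO wells and 100% = positive control at its reference dose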
MrgX1 allo act = positive allosteric modulators of MrgX1, primary screen, HEK293 cells, Fluo-4 calcium flux. B-score at 10 µM. AID 588675, 2011. 310,000 compounds, 0.63% hits. FDSS; hits give high values. Mas-related G-protein coupled receptor member X1 (Homo sapiens), Q96LB2;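 active = plate-corrected calcium response at least 3 library SD above typical, normal starting fluorescence, not activating the receptor alone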;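 note: compound read alongside a low EC10 to EC30 dose of BAM8-22 agonist; peak minus trough fluorescence over baseline measured at the second addition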
TRPC6 act = mouse TRPC6 channel activators, primary screen, cell-based, HEK293, membrane potential dye | HEK293-TRPC6 membrane potential dye fluorescence; hits give high values | B-score at 10 µM | 310,000 compounds, 0.13% hits;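 active = B-score of the integrated fluorescence ratio above library mean plus 3 SD, and starting fluorescence ratio within library mean plus 5 SD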;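 note: higher score means more depolarization so channel activation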
Target sequence (Q61143 whole entry, looked up): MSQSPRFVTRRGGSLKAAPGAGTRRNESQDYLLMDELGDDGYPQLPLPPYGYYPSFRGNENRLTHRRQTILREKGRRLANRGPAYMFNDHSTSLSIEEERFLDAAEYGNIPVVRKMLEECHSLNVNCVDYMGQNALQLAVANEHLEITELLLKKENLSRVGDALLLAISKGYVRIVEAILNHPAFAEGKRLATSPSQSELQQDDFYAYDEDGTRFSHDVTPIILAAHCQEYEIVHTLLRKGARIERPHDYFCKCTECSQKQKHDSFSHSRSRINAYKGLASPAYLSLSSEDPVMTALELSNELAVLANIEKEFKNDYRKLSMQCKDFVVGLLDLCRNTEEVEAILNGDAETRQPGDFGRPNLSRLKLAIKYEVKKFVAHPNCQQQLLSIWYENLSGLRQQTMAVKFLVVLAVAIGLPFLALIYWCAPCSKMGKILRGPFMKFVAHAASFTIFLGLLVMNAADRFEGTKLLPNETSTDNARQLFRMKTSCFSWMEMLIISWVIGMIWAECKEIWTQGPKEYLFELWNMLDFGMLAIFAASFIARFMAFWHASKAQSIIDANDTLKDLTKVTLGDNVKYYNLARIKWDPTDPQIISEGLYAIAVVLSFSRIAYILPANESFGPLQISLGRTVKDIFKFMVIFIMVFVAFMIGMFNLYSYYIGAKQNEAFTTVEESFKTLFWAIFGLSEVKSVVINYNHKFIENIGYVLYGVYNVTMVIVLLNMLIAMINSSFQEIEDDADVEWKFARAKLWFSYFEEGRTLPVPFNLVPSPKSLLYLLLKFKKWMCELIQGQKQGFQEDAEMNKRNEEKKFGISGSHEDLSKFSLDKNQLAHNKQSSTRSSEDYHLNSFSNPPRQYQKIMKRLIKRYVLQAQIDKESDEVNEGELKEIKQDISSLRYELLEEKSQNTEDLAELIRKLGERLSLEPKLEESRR
TMEM16A act = TMEM16A chloride channel activators or potentiators, primary screen, cell-based, HTS; HEK293 TMEM16A/YFP-H148Q/I152L, iodide quench fluorescence; hits give low values; B-score at 10 µM; 340,000 compounds, 0.3% hits; AID 623877, 2012;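 active = fluorescence-ratio B-score plate-corrected deviation score at least 3 library SD below zero, with starting fluorescence score within 5 deviations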;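 note: channel opened by trigger with iodide after compound preincubation; score built on the fluorescence ratio of max minus min over baseline; more negative score means more quench and so TMEM16A activation or potentiation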
ANO1 block = TMEM16A chloride channel inhibitors, primary screen, cell-based, HTS; Anoctamin-1 (Mus musculus), Q8BHY3; HEK293 TMEM16A/YFP iodide influx fluorescence, ionomycin; normalized B-score (activity score, 25-100; higher = stronger inhibition) at 10 µM; 310,000 compounds, 1.2% hits; AID 588511, 2011;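 active = ratio plate-corrected score three or more library SD toward inhibition, starting fluorescence score within five deviations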;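 note: score derived from kinetic fluorescence span divided by baseline fluorescence per well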
MrgX1 antagonist = antagonists of human MrgX1 receptor, primary screen, HEK293 cells, Fluo-4 calcium flux. Mas-related G-protein coupled receptor member X1 (Homo sapiens), Q96LB2. BAM8-22 antagonism; hits give low values. B-score at 10 µM. 310,000 compounds, 1.3% hits. AID 588676, 2011;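 active = calcium-response B-score plate-corrected more than 3 library SD below zero, starting fluorescence within 5 deviations, no agonist response on first addition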;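 note: peak minus trough fluorescence over baseline after final BAM8-22 challenge near maximal dose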
TRPC4 inh = inhibitors of mouse TRPC4 channel, primary screen, Fluo4 calcium, HEK293 TRPC4beta/mu-opioid cells; DAMGO-evoked Fluo4 calcium flux; hits give low values; 300,000 compounds, 0.39% hits; Short transient receptor potential channel 4 (Mus musculus), Q9QUQ5; AID 2247, 2010; B-score at 10 µM;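 active = B-score over 3 SD under the library average, no early fluorescence shift, positive overall ratio signal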
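Signal: kinetic Fluo4 fluorescence imaging of calcium influx. Material: stable TRPC4beta/mu-opioid receptor HEK293 cells. Probe or stimulus: DAMGO in two steps, submaximal then maximal.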
TRPC4 agonist = activators of mouse TRPC4 channel, primary screen, Fluo4 calcium, HEK293 TRPC4beta/mu-opioid cells; AID 2237, 2010; Fluo4 calcium fluorescence; hits give high values; Short transient receptor potential channel 4 (Mus musculus), Q9QUQ5; 310,000 compounds, 0.49% hits; B-score at 10 µM;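 active = B-score above 5 SD of library B-scores, and initial fluorescence ratio not above library mean plus 5 SD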;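 note: positive B-score marks a calcium rise read as TRPC4 activation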
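System: HEK293 cells stably co-expressing mouse TRPC4beta and mu-opioid receptor; Schedule: Fluo4 dye loading 45 min at room temperature, 110 s recording; Detection: Fluo4 fluorescence, kinetic; Evaluation: B-scored integrated calcium fluorescence ratio; Controls: buffer (low) and maximal DAMGO (high).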
TRPC6 inhibitor = mouse TRPC6 channel inhibitors, primary screen, cell-based, HEK293, membrane potential dye; B-score at 10 µM; ACh-evoked depolarization; hits give low values; Short transient receptor potential channel 6 (Mus musculus), Q61143; 310,000 compounds, 1.1% hits;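 active = B-score under library mean minus 3 SD, initial fluorescence not abnormally high, positive integrated signal ratio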;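 note: B-score derived from integrated fluorescence ratio over the kinetic read; more negative B-score means stronger inhibition of depolarization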
TRPC4 potent = positive allosteric modulators of TRPC4, primary screen, cell-based, mouse TRPC4beta, HEK293 mu-opioid, Fluo-4 calcium; 310,000 compounds, 0.42% hits; Short transient receptor potential channel 4 (Mus musculus), Q9QUQ5; AID 2227, 2009; DAMGO EC20, Fluo-4 Ca2+ flux; hits give high values; B-score at 10 µM;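 active = B-score of calcium response area above 5 SD of library B-scores, with initial fluorescence ratio within 5 SD of library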;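 note: B-score of integrated fluorescence ratio over time as area under calcium response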
The depositor's hits bear a star; i = inactive; . = no result given.

Compound | TRPC4 agonist | TRPC4 inh | MrgX1 allo act | SKKanGAS inh | TRPC6 inhibitor | TRPC4 potent | MrgX1 ag | TRPC6 act | ANO1 block | TMEM16A act | MrgX1 antagonist
COC(=O)c1ccccc1OCC(=O)N1CCN(c2ccc(Cl)cc2)CC1 | i | i | i | -5 | i | i | i | i | i | i | i
O=C(CSC(=S)N1CCCCC1)c1ccccc1 | i | i | i | 4 | i | i | i | i | i | i | i
CCC(CC)C(=O)Nc1cc(NC(=O)C(CC)CC)cc(C(=O)O)c1 | i | i | i | -4 | i | i | i | i | i | i | i
CNC(=O)COC(=O)COc1ccc2c(C)cc(=O)oc2c1 | i | i | i | 0 | i | i | i | i | i | i | i
COC(=O)c1sccc1NC(=O)/C=C/C(=O)O | i | i | i | 1 | i | i | i | i | i | i | i
COc1ccccc1C1c2c(C)nn(-c3ccccc3)c2NC(=O)C1NC(=O)c1ccccc1 (configuration not stated) | i | i | i | -7 | i | i | i | i | i | i | i
O=C(CCCC(=O)N(CC(=O)NC1CCCC1)Cc1ccc2c(c1)OCO2)Nc1ccccn1 | i | i | i | -3 | i | i | i | i | i | i | i
O=C(CSc1nnc(-c2ccc(F)cc2)c2ccccc12)Nc1ccccc1Cl | i | i | i | 15 | i | i | i | i | i | i | i
COc1ccc(-c2c(C)n([O-])c3c([n+]2=O)CCCC3)cc1 | i | i | i | 12 | i | i | i | i | i | i | i
COc1ccc(Nc2oc(COc3ccc(C)cc3)nc2C#N)cc1 | i | i | i | 18 | i | i | i | i | i | i | i
CC1(C)CC(=O)C/C(=N/NC(=O)c2ccc(-c3ccccc3)cc2)C1 | i | i | i | -2 | i | i | i | i | i | i | i
CCOc1cc(/C=N/NC(=O)CCn2nc(C)cc2C)ccc1O | i | i | i | 3 | i | i | i | i | i | i | i
Cn1c(=O)cc(SCC(=O)N2CCN(C3CCCCC3)CC2)c2ccccc21 | i | i | i | -4 | i | i | i | i | i | i | i
CCOc1ccc(NS(=O)(=O)c2ccc(C(=O)N(C)CCc3ccc(OC)c(OC)c3)cc2)cc1 | i | i | i | 5 | i | i | i | i | i | i | i
CC(C)(C)NC(=O)c1cnn2c1NC(c1ccc(F)cc1)CC2C(F)(F)F (configuration not stated) | i | i | i | 5 | i | i | i | i | i | i | i
COCC1CCCN(Cc2cn(Cc3ccccc3)nc2-c2cc3ccccc3o2)C1 (configuration not stated) | i | i | i | -2 | i | i | i | i | i | i | i
CCOC(=O)c1ccc(S(=O)(=O)Nc2cc(C(=O)O)ccc2Cl)cc1 | i | i | i | 7 | i | i | i | i | i | i | i
O=C(NCCCc1ccccc1)c1ccccc1 | i | i | i | -2 | i | i | i | i | i | i | i
COc1ccc(CCC(=O)N(c2nnc(-c3cccnc3)s2)C(C)C)cc1 | i | i | i | -2 | i | i | i | i | i | i | i
CCn1c(O)c(C=NCc2ccccc2)sc1=S | i | i | i | 9 | i | i | i | i | i | i | i
COc1ccccc1C(=O)NC(CCSC)C(=O)NNC(=O)c1ccc(F)cc1 (configuration not stated) | i | i | i | 8 | i | i | i | i | i | i | i
COc1ccc(N(CC(=O)Nc2cc(C(=O)O)ccc2C)S(=O)(=O)c2c(C)noc2C)cc1 | i | i | i | 5 | i | i | i | i | i | i | i
CC(C)CN(C(=O)COC(=O)CSc1ccccc1)c1c(N)n(Cc2ccccc2)c(=O)[nH]c1=O | i | i | i | 1 | i | i | i | i | i | i | i
CCOc1ccc(NC(=O)CCC(=O)NNC(=O)NC2CCCCC2)cc1 | i | i | i | -2 | i | i | i | i | i | i | i
COc1ccc(NS(=O)(=O)c2cccc(NC(=O)NCCCl)c2)cc1 | i | i | i | -2 | i | i | i | i | i | i | i
O=Cc1cn(CCC(=O)O)nc1-c1cc2ccccc2o1 | i | i | i | -4 | i | i | i | i | i | i | i
COc1ccc(-c2csc(NC(=O)c3ccc(C(C)(C)C)cc3)c2C(=O)O)cc1 | i | i | 14* | 82* | i | i | i | i | i | i | i
COc1cccc(NC(=O)CN(C)C(=O)CSc2nc3ccccc3s2)c1 | i | i | i | -2 | i | i | i | i | i | i | i
CCN(CC)CCCNC(=O)C1CCC(=O)N(c2ccc(OC)cc2)C1c1ccc(F)cc1 (configuration not stated) | i | i | i | -25 | i | i | i | i | i | i | i
C=CCn1c(SCC(=O)Nc2cc(C)on2)nc2sc3c(c2c1=O)CCCC3 | . | . | i | . | . | . | i | . | i | i | i
Cc1cc(C)c(Cc2c(C)nc3c(C(=O)NCc4ccco4)cnn3c2C)c(C)c1 | i | i | i | 32 | i | i | i | i | i | i | i
O=c1[nH]c(=S)c2c(n1-c1ccccc1)CCC2 | i | i | i | -2 | i | i | i | i | i | i | i
CCCCCCC1CC(CCC(=O)Nc2ccc([N+](=O)[O-])cc2)C(=O)O1 (configuration not stated) | i | i | i | -2 | i | i | i | i | i | i | i
CSc1nc(O)c(/C=C2\C=Nc3ccccc32)[nH]1 | i | i | i | -19 | i | i | i | i | i | i | i
O=c1[nH]c2cc3c(cc2cc1CN(CC1CCCO1)S(=O)(=O)c1ccc(Cl)cc1)OCCO3 (configuration not stated) | i | i | i | -9 | i | i | i | i | i | i | i
COC(=O)c1ccccc1NC(=O)C1CCCN(S(=O)(=O)c2ccc(F)cc2)C1 (configuration not stated) | i | i | i | 3 | i | i | i | i | i | i | i
CCCCOC(=O)CN1C(=O)c2ccc(C(=O)OCCCC)cc2C1=O | i | i | i | 2 | i | i | i | i | i | i | i
COc1ccc(NC(=O)C2C3CCC4C(CCC32)C4(Cl)Cl)cc1 (configuration not stated) | i | i | i | 3 | i | i | i | i | i | i | i
CCCCCCCOC(=O)c1ccc(OC(=O)c2cccnc2)cc1 | i | i | i | 26 | i | i | i | i | i | i | i
O=C(Cn1nnc(-c2ccncc2)n1)N(C1CCCCC1)C1CCCCC1 | i | i | i | . | i | i | i | i | i | i | i
C=CCC1S/C(=N/N=C/c2cccs2)NC1=O (configuration not stated) | i | i | i | -3 | i | i | i | i | i | i | i
CC(C)c1ccc2c(c1)C1Cc3ccccc3C1N2 (configuration not stated) | i | i | i | 10 | i | i | i | i | i | i | i
COc1ccc(-c2csc(N3CCC(c4ccccc4)CC3)n2)cc1 | i | i | i | 5 | i | i | i | i | i | i | i
CN1CCN(c2ccc(-c3ccnn3C(=O)Nc3cccc(C(F)(F)F)c3)cc2)CC1 | i | i | i | . | i | i | i | i | i | i | i
CCOc1cc(CNc2cccc3[nH]c(C)nc23)ccc1OC | i | i | i | 2 | i | i | i | i | i | i | i
COc1cccc(C(=O)/C=C/Nc2ccc(S(=O)(=O)Nc3ncccn3)cc2)c1 | i | i | i | 3 | i | i | i | i | i | i | i
CCSc1nc(C)nc2c1oc1ccccc12 | i | i | i | 2 | i | i | i | i | i | i | i
O=S(=O)(NCc1ccccc1)c1cccs1 | i | i | i | 3 | i | i | i | i | i | i | i
Cc1c(C(=O)C(=O)NCCC2=CCCCC2)c2ccccc2n1C | i | i | i | 6 | i | i | i | i | i | i | i
Cc1ccc(O)c(CCc2ccccc2)n1 | i | i | i | -2 | i | i | i | i | i | i | i

(next part)
Compound | TRPC4 agonist | TRPC4 inh | MrgX1 allo act | SKKanGAS inh | TRPC6 inhibitor | TRPC4 potent | MrgX1 ag | TRPC6 act | ANO1 block | TMEM16A act | MrgX1 antagonist
COC(=O)[C@@]1(Cc2ccc(OC)cc2)[C@H]2c3cc(C(=O)N(C)C)[nH]c3C[C@H]2CN1C(=O)c1ccccc1 | i | i | i | 6 | i | i | i | i | i | i | i
O=C(N/N=C/c1ccc(-n2ccnc2)cc1)c1cccs1 | i | i | i | -2 | i | i | i | i | i | i | i
Cn1nc(C(=O)N2CCCC2)c2ccccc2c1=O | i | i | i | -6 | i | i | i | i | i | i | i
CCOC(=O)C1=NN(c2cccc(Cl)c2)C2=NC(C)=C(C(=O)OC)C(c3cccs3)N12 (configuration not stated) | i | i | i | -18 | i | i | i | i | i | i | i
C/C(Cc1ccccc1)=N\NC(=O)CNC(=O)c1ccc(C(C)(C)C)cc1 | i | i | i | 7 | i | i | i | i | i | i | i
O=c1c2ccccc2nc(SCc2cccc(F)c2)n1Cc1ccco1 | i | i | i | 7 | i | i | i | i | i | i | i
CCC(=O)N=c1sc2c(OC)ccc(OC)c2n1C | i | i | i | -12 | i | i | i | i | i | i | i
O=C(Nc1ccncc1)Nc1ccc(F)c(Cl)c1 | i | i | i | -4 | i | i | i | i | i | i | i
O=C(/C=C/c1ccccc1Cl)N(Cc1ccccc1)C1CCS(=O)(=O)C1 (configuration not stated) | i | i | i | -3 | i | i | i | i | i | i | i
COc1ccccc1/C=C/C=N/NC(=O)CN1CCN(Cc2ccccc2)CC1 | i | i | i | 5 | i | i | i | i | i | i | i
O=C(OCC(=O)N1CCCC1=O)c1nc(Cl)c(Cl)c(Cl)c1Cl | i | i | i | -3 | i | i | i | i | i | i | i
COc1ccc(/C=N/N(Cc2ccccc2)c2ccccc2)cc1O | i | i | i | 7 | i | i | i | i | i | i | i
COc1ccc2[nH]c(C)c(C(=O)CN3CCN(C(=O)c4ccco4)CC3)c2c1 | i | i | i | 0 | i | i | i | i | i | i | i
C/C(=N\NC(=O)CSc1ncccn1)c1ccc2c(c1)OCCO2 | i | i | i | -4 | i | i | i | i | i | i | i
